TcdB inh: blocks C. difficile toxin B glycohydrolase activity; P18177; inhibition, % at 9.99 µM; TcdB glycohydrolase enzymatic assay, plate reader; AID 652162; 0.24% of 350,000 active; in the data active = inhibition above about 10%
Numbers without * were called inactive. Some of the compounds tested; the hit share may differ from the screen's.

SMILES	TcdB inh
C[C@@H]1CN([C@H](C)CO)C(=O)c2cc(N(C)C)ccc2O[C@@H]1CN(C)C(=O)Nc1ccc(F)cc1	-3.2
CNC[C@@H]1Oc2c(NS(=O)(=O)c3ccc(F)cc3)cccc2C(=O)N([C@@H](C)CO)C[C@H]1C	0.0
CCCC#Cc1ccc2c(c1)O[C@@H](CN(C)C(=O)C1CCC1)[C@@H](C)CN([C@H](C)CO)S2(=O)=O	2.2
CCCNC(=O)Nc1ccc2c(c1)OC[C@@H](C)N(CC1CCCC1)C[C@H](C)[C@H](OC)CN(C)C2=O	0.3
O=C(c1cccc(F)c1)N1C[C@@H]2[C@H](c3ccccc31)[C@@H](CO)N2C(=O)c1ccccn1	0.5
CCCN(C)C[C@@H]1Oc2cc(-c3ccc(C)cc3)ccc2S(=O)(=O)N([C@@H](C)CO)C[C@H]1C	0.3
C[C@@H]1CN([C@H](C)CO)C(=O)c2cc(NC(=O)Cn3cnnn3)ccc2O[C@H]1CN(C)Cc1ccc(-c2ccccc2)cc1	-1.0
C[C@@H]1CN([C@@H](C)CO)C(=O)c2cc(C#CC3(O)CCCC3)cnc2O[C@@H]1CN(C)S(=O)(=O)c1ccc(F)cc1	0.6
CCCNC(=O)N1C[C@H](C)[C@@H](OC)CN(C)C(=O)c2cc(NS(C)(=O)=O)ccc2OC[C@@H]1C	0.1
O=C(N[C@H]1CC[C@@H](CCNC(=O)C2CCCC2)O[C@@H]1CO)c1ccncc1	-1.4
C[C@@H]1CN([C@@H](C)CO)C(=O)c2cccc(NC(=O)C3CCOCC3)c2O[C@@H]1CN(C)Cc1ccc(C(F)(F)F)cc1	-0.8
OC[C@@H]1[C@H]2c3ccccc3NC[C@H]2N1Cc1cccnc1	-0.4
COc1ccccc1NC(=O)N1CC(=O)N2[C@H](CO)[C@@H](c3ccc(-c4cccc(C)c4)cc3)[C@@H]2C1	0.7
CCN1[C@@H]2Cn3c(ccc(-c4ccccc4)c3=O)[C@H]1[C@@H](C(=O)Nc1ccccc1)[C@@H]2CO	0.4
C[C@@H]1CN([C@H](C)CO)C(=O)c2cc(NC(=O)C3CCCCC3)ccc2O[C@@H]1CN(C)C(=O)Nc1cccc2ccccc12	-1.4
Cc1cccc(-c2ccc([C@@H]3[C@H]4CN(C(=O)NC5CCCCC5)CC(=O)N4[C@H]3CO)cc2)c1	1.1
CCC(=O)Nc1ccc2c(c1)C(=O)N(C)[C@H]1CC[C@H](CC(=O)NC3Cc4ccccc4C3)O[C@H]1CO2	0.5
CNC[C@H]1Oc2c(NC(=O)NC3CCCCC3)cccc2C(=O)N([C@H](C)CO)C[C@@H]1C	0.7
COc1ccc(CN2CC3(CN(C(C)=O)C3)c3c([nH]c4cc(OC)ccc34)[C@@H]2CO)cc1	-1.8
O=C(CN1CCOCC1)N1CCCCN2[C@@H](CO)[C@@H](c3ccc(C#Cc4ccccc4)cc3)[C@@H]2C1	1.2

Quoted at random: two records from the list.
SMILES	TcdB inh
CNC[C@@H]1Oc2c(NS(=O)(=O)c3ccc(F)cc3)cccc2C(=O)N([C@@H](C)CO)C[C@H]1C	0.0
O=C(CN1CCOCC1)N1CCCCN2[C@@H](CO)[C@@H](c3ccc(C#Cc4ccccc4)cc3)[C@@H]2C1	1.2

Going on with the list.
SMILES	TcdB inh
C[C@H]1CN([C@@H](C)CO)C(=O)c2cccc(NC(=O)Nc3ccc(C(F)(F)F)cc3)c2O[C@@H]1CN(C)Cc1ccccc1	-1.1
O=C(NCC[C@@H]1CC[C@@H](NC(=O)C2CCC2)[C@@H](CO)O1)Nc1ccc(Cl)cc1	-0.3
O=C(N[C@H]1CC[C@@H](CCNS(=O)(=O)Cc2ccccc2)O[C@@H]1CO)c1cnccn1	-1.2
C[C@@H]1CCCCO[C@H](CN(C)S(=O)(=O)c2ccc(F)cc2)[C@@H](C)CN([C@H](C)CO)C(=O)c2cc(NS(=O)(=O)c3cn(C)cn3)ccc2O1	0.2
C/C=C/c1ccc2c(c1)O[C@H](CN(C)C(=O)CC)[C@H](C)CN([C@H](C)CO)S2(=O)=O	0.1
C[C@H](CO)N1C[C@H](C)[C@@H](CN(C)Cc2cccc(F)c2)Oc2cc(C#Cc3ccccn3)ccc2S1(=O)=O	0.2
CCCN1C[C@@H](C)[C@@H](OC)CN(C)C(=O)c2ccc(NC(=O)Nc3cccc(F)c3)cc2OC[C@@H]1C	0.1
COCC(=O)N(C)C[C@@H]1Oc2ncc(C#CC3(O)CCCC3)cc2C(=O)N([C@H](C)CO)C[C@H]1C	-0.7
C[C@H]1CN([C@@H](C)CO)S(=O)(=O)c2ccc(C#CCN(C)C)cc2O[C@@H]1CN(C)S(C)(=O)=O	0.7
C/C=C/c1cnc2c(c1)C(=O)N([C@@H](C)CO)C[C@@H](C)[C@@H](CN(C)S(=O)(=O)c1ccccc1F)O2	0.2
C[C@H]1CCCCO[C@@H](CN(C)C(=O)CCC(F)(F)F)[C@@H](C)CN([C@@H](C)CO)C(=O)c2cc(NS(=O)(=O)c3ccccc3)ccc2O1	0.0
C[C@@H]1CN([C@@H](C)CO)S(=O)(=O)c2ccc(C#CC3(O)CCCC3)cc2O[C@@H]1CN(C)C(=O)c1ccccc1	0.3
C[C@@H]1CN([C@H](C)CO)C(=O)c2cc(NC(=O)CCC(F)(F)F)ccc2O[C@H]1CN(C)S(=O)(=O)c1ccc(F)cc1	0.1
O=C(c1ccccc1)N1CC(=O)N2[C@@H](CO)[C@@H](c3ccc(C#CCC4CCCC4)cc3)[C@@H]2C1	-0.8
C[C@H]1CN([C@@H](C)CO)C(=O)c2cc(-c3ccccc3)cnc2O[C@@H]1CN(C)Cc1ccccn1	-0.6
C[C@H](CO)N1C[C@H](C)[C@H](CN(C)S(=O)(=O)c2ccc(C(F)(F)F)cc2)OCc2ccccc2-c2ccccc2C1=O	-0.4
CCN1[C@@H]2Cn3c(ccc(C4=CCCC4)c3=O)[C@H]1[C@@H](C(=O)N1CCc3ccccc3C1)[C@@H]2CO	-1.4
COc1ccc(OC(=O)N(C)C[C@@H]2OCc3ccccc3-c3c(n(C)c4ccccc34)C(=O)N([C@H](C)CO)C[C@H]2C)cc1	1.2
C[C@H]1CN([C@@H](C)CO)S(=O)(=O)c2ccc(C#Cc3ccc(F)cc3)cc2O[C@H]1CN(C)C(=O)NC1CCCC1	0.7
CO[C@H]1CC[C@H]2CCOc3c(C#N)cccc3C(=O)N(C)C[C@@H](OC)[C@@H](C)C(=O)N(C)C[C@H]1O2	-0.4
CNC[C@H]1Oc2ncc(-c3cccc(C(=O)N(C)C)c3)cc2C(=O)N([C@H](C)CO)C[C@H]1C	-0.2
CS(=O)(=O)N1CCCCN2[C@H](CO)[C@@H](c3ccc(C#Cc4ccccn4)cc3)[C@@H]2C1	0.7
C[C@@H]1CN([C@H](C)CO)C(=O)CCCn2cc(nn2)CO[C@@H]1CN(C)S(=O)(=O)c1ccc(Oc2ccccc2)nc1	0.5
CO[C@H]1CN(C)C(=O)c2cccc(C#N)c2OCC[C@@H]2CC[C@@H](OC)[C@@H](CN(C)C(=O)[C@H]1C)O2	-1.8
C[C@H](CO)N1C[C@H](C)[C@H](CN(C)C(=O)CCCN(C)C)OCCCC[C@H](C)Oc2ccc(NC(=O)NC3CCCCC3)cc2C1=O	1.0
COc1ccc(CNC(=O)C[C@@H]2C[C@@H]3c4cc(NC(=O)CN(C)C)ccc4O[C@@H]3[C@@H](CO)O2)cc1	0.0
O=C(Nc1cccc(F)c1)N1CCCCN2[C@H](CO)[C@H](c3ccc(C#Cc4cccnc4)cc3)[C@H]2C1	0.0
CCCNC(=O)N1[C@H](CO)[C@H]2c3ccccc3N(C(=O)Nc3cccc(F)c3)C[C@H]21	-0.1
CN1C(=O)c2cc(NS(=O)(=O)c3cccc(F)c3)ccc2OC[C@@H]2O[C@@H](CC(=O)NCCN3CCCCC3)CC[C@@H]21	-0.1
CN1C(=O)c2cc(NC(=O)C3CCC3)ccc2OC[C@H]2O[C@H](CC(=O)NCc3ccccc3F)CC[C@H]21	-0.8
O=C(N[C@@H]1CC[C@H](CCNS(=O)(=O)c2ccccc2Cl)O[C@@H]1CO)c1ccccc1	0.1
C[C@H](CO)N1C[C@H](C)[C@@H](CN(C)C)Oc2ccc(NC(=O)Nc3ccc4c(c3)OCO4)cc2CC1=O	-0.2
O=C(c1ccccn1)N1CC2(C1)[C@H](c1ccccc1)[C@H](CO)N2C(=O)C1CC1	0.9
O=C(CC(F)(F)F)N1C[C@H]2[C@@H](c3ccccc31)[C@H](CO)N2C(=O)CN1CCOCC1	-1.4
O=C(C[C@H]1CC[C@@H](NC(=O)C2CC2)[C@H](CO)O1)Nc1nccs1	0.0
C[C@H](CO)N1C[C@H](C)[C@@H](CN(C)C(=O)NC2CCCCC2)Oc2ccc(NS(=O)(=O)c3ccc(Cl)cc3)cc2CC1=O	0.4
O=C(C[C@@H]1C[C@@H]2c3cc(NS(=O)(=O)c4ccc(F)cc4)ccc3O[C@@H]2[C@@H](CO)O1)NCc1ccc(-c2ccccc2)cc1	-0.9
C[C@H](CO)N1C[C@H](C)[C@@H](CN(C)CC2CCOCC2)Oc2cc(C#Cc3cccnc3)ccc2S1(=O)=O	2.7
COC(=O)C[C@@H]1CC[C@H]2[C@H](COc3ccc(NC(=O)Nc4cccc(F)c4)cc3C(=O)N2C)O1	0.8
C[C@@H]1CCCCO[C@@H](CN(C)C(=O)Nc2cccc3ccccc23)[C@@H](C)CN([C@@H](C)CO)C(=O)c2cc(NS(=O)(=O)c3ccc(Cl)cc3)ccc2O1	-1.1
CO[C@H]1CN(C)C(=O)c2ccc(NC(=O)C3CCOCC3)cc2OC[C@H](C)N(C(C)=O)C[C@H]1C	0.5
C[C@@H]1CN([C@@H](C)CO)C(=O)c2cc(NC(=O)NC3CCCCC3)ccc2O[C@H]1CN(C)S(=O)(=O)c1cccs1	0.7
Cc1noc(C)c1NC(=O)N(C)C[C@H]1Oc2ccc(NC(=O)Nc3ccccc3)cc2C(=O)N([C@@H](C)CO)C[C@H]1C	-0.1
C[C@@H]1CN([C@H](C)CO)C(=O)Cc2cc(NC(=O)CCCCCC(=O)Nc3ccccc3N)ccc2O[C@@H]1CN(C)Cc1ccc(C(F)(F)F)cc1	-0.9
C[C@@H]1CN([C@@H](C)CO)C(=O)Cc2cc(NS(C)(=O)=O)ccc2O[C@H]1CN(C)S(=O)(=O)c1ccc(F)cc1	0.7
CCC(=O)N(C)C[C@@H]1Oc2ncc(C#CC(C)(C)O)cc2C(=O)N([C@@H](C)CO)C[C@@H]1C	-0.2
CCCNC(=O)C[C@@H]1CC[C@H]2[C@@H](COc3ccc(NC(=O)C4CCOCC4)cc3C(=O)N2C)O1	-3.2
C[C@@H]1CN([C@@H](C)CO)C(=O)c2cccc(NC(=O)Nc3ccccc3)c2O[C@@H]1CN(C)S(=O)(=O)c1ccccc1	1.9
C[C@H]1CN([C@@H](C)CO)C(=O)c2cc(NC(=O)Nc3cccc4ccccc34)ccc2O[C@H]1CN(C)S(=O)(=O)c1ccccc1	0.3
CCN(C[C@@H]1[C@@H](c2ccccc2)[C@@H](CO)N1C(C)=O)C(=O)c1ccccn1	0.0
C[C@@H]1CN([C@@H](C)CO)C(=O)c2cc(NS(=O)(=O)c3ccc(Cl)cc3)ccc2O[C@@H]1CN(C)S(=O)(=O)c1cccs1	-0.3
COc1cccc(-c2cnc3c(c2)C(=O)N([C@@H](C)CO)C[C@@H](C)[C@H](CN(C)CC2CCOCC2)O3)c1	0.6
CCC(=O)N1CC2(C1)[C@H](c1ccc(-c3ccc(F)cc3)cc1)[C@@H](CO)N2C(C)=O	1.4
Cc1ccc(S(=O)(=O)Nc2ccc3c(c2)C(=O)N([C@@H](C)CO)C[C@@H](C)[C@@H](CN(C)S(=O)(=O)c2ccccc2)O3)cc1	-0.5
CCNC(=O)Nc1ccc2c(c1)C(=O)N(C)[C@H]1CC[C@@H](CC(=O)NCc3ccccc3F)O[C@H]1CO2	1.2
CN(C)CC#Cc1ccc([C@H]2[C@H]3CN(C(=O)C4CC4)CCCCN3[C@H]2CO)cc1	0.2
COc1ccc(CN(C)C[C@@H]2Oc3ccc(NS(=O)(=O)c4ccc(C)cc4)cc3C(=O)N([C@@H](C)CO)C[C@H]2C)cc1	-12
COc1ccc(S(=O)(=O)Nc2ccc3c(c2)C(=O)N([C@H](C)CO)C[C@H](C)[C@H](CN(C)S(=O)(=O)c2ccccc2)O3)cc1	0.9
O=C(C[C@H]1C[C@H]2c3cc(NC(=O)CC4CC4)ccc3O[C@H]2[C@H](CO)O1)NCC1CC1	0.1
C[C@@H]1CCCCO[C@@H](CN(C)C(=O)Nc2cccc3ccccc23)[C@H](C)CN([C@H](C)CO)C(=O)c2cc(NC(=O)NC3CCCCC3)ccc2O1	0.7
CCNC(=O)C[C@H]1CC[C@@H]2[C@@H](COc3ccc(NC(=O)C4CCOCC4)cc3C(=O)N2C)O1	0.5
C[C@H]1CN([C@@H](C)CO)S(=O)(=O)c2ccc(C#Cc3ccncc3)cc2O[C@H]1CN(C)C(=O)Nc1ccc2c(c1)OCO2	-0.7

Structures from the list above that contain a CF3 group:
SMILES	TcdB inh
C[C@@H]1CN([C@@H](C)CO)C(=O)c2cccc(NC(=O)C3CCOCC3)c2O[C@@H]1CN(C)Cc1ccc(C(F)(F)F)cc1	-0.8
C[C@H]1CN([C@@H](C)CO)C(=O)c2cccc(NC(=O)Nc3ccc(C(F)(F)F)cc3)c2O[C@@H]1CN(C)Cc1ccccc1	-1.1
C[C@H]1CCCCO[C@@H](CN(C)C(=O)CCC(F)(F)F)[C@@H](C)CN([C@@H](C)CO)C(=O)c2cc(NS(=O)(=O)c3ccccc3)ccc2O1	0.0
C[C@@H]1CN([C@H](C)CO)C(=O)c2cc(NC(=O)CCC(F)(F)F)ccc2O[C@H]1CN(C)S(=O)(=O)c1ccc(F)cc1	0.1
C[C@H](CO)N1C[C@H](C)[C@H](CN(C)S(=O)(=O)c2ccc(C(F)(F)F)cc2)OCc2ccccc2-c2ccccc2C1=O	-0.4
O=C(CC(F)(F)F)N1C[C@H]2[C@@H](c3ccccc31)[C@H](CO)N2C(=O)CN1CCOCC1	-1.4
C[C@@H]1CN([C@H](C)CO)C(=O)Cc2cc(NC(=O)CCCCCC(=O)Nc3ccccc3N)ccc2O[C@@H]1CN(C)Cc1ccc(C(F)(F)F)cc1	-0.9

Screens from PubChem BioAssay.
